Peg3 prom inh: inhibitors of Peg3 promoter; HeLa PEG-Prom luciferase reporter, luminescence, overnight; inhibition, % at 20 µM; 360,000 tested, 1.7% active; AID 588405;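 active = inhibition of at least 50% at 20 µM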
HIF-2a inh: HIF-2a inhibition; 360,000 tested, 0.72% active; 786-0 RCC cells HIF-2a reporter, luciferase luminescence, overnight; inhibition, % at 18.8 µM;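 active = inhibition of the luminescence signal of 40% or more relative to plate controls, in a single-dose primary screen at 18.75 µM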
hiPSC survival: increases survival of single human iPS cells; hiPSC single-cell survival, ATPlite luminescence; 100% = ROCK inhibitor wells, 0% = DMSO; survival enhancement, % at 20 µM; 360,000 tested, 0.044% active; in the data active = survival enhancement above about 18%;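 note: cells exposed to compounds for 16 hours before the ATP read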
NR2E3 ag-1: activates human photoreceptor nuclear receptor NR2E3; Q9Y5X4; GST-NR2E3/biotin-RetCOR TR-FRET, 1536-well; inhibition of corepressor binding, % at 4.78 µM; 320,000 tested, 0.12% active; AID 2300;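 active = percent inhibition above the cutoff of mean plus 3 SD of all tested compounds, set per screening campaign, cut at about 20% in these data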;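 note: 0% = DMSO wells and 100% = biotin wells as full block of FRET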
Target sequence (Q9Y5X4 whole entry, looked up): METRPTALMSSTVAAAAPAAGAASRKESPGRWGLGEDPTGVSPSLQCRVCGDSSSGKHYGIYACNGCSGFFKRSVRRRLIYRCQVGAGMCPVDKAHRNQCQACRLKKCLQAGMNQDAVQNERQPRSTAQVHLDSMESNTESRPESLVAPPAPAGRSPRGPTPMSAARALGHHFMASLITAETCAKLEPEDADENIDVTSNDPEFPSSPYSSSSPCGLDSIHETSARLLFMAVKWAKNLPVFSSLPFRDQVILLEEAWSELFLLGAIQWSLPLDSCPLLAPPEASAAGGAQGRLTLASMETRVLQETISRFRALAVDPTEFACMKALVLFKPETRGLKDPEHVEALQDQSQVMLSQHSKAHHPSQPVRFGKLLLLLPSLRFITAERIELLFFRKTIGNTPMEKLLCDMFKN
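Material: NR2E3–RetCOR corepressor complex | Quantity: 1.35 nM GST-tagged NR2E3 final | Schedule: 5 h at 4 °C | Replication: Singlicate compound wells | Reagent: RetCOR corepressor, biotinylated, 7 nM | Controls: Biotin wells as high control, 0.6% DMSO wells as low control | Signal: TR-FRET, Eu(K)-anti-GST donor, streptavidin-D2 acceptor, ex 340, em 617/671 nm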
NR2E3 ag-2: agonists of human NR2E3 nuclear receptor. Q9Y5X4. CHO-S Gal4-NCOR/VP16-NR2E3 two-hybrid, luciferase. inhibition of corepressor binding, % at 3.98 µM. 360,000 tested, 0.35% active. AID 602229;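 active = inhibition above the mean of all tested compounds plus 3 SD, cut at about 70% in these data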;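 note: 0% = DMSO with NR2E3 transfected cells and 100% = cells lacking NR2E3 construct; higher means lower luciferase signal from less NR2E3 corepressor binding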
aDG glyco act: alpha-DG glycosylation activation; activation, % at 10 µM; Pro5-aDG cells, alpha-DG glycosylation AlphaScreen (IIH6); 0% Pro5, 100% B10-LARGE cell signal; AID 624168; 360,000 tested, 0.22% active;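 active = activation of at least 8% versus controls, or a plate z-score of at least 8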;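 note: Pro5 are CHO cells carrying HIG-tagged alpha-DG that lacks glycosylation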
MITF TRPM1 inh: MITF TRPM1 promoter inhibition in SK-MEL-5 cells. AID 488899. 330,000 tested, 0.83% active. inhibition, % at 12.5 µM. SK-MEL-5 TRPM1 promoter luciferase, 24 h;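 active = mean inhibition across replicates of 60% or more, whatever share of single replicates reaches that level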; note: values of inactives mirror those of a sister screen read the other way
KKLEB cytotox: counter-screen for CF NF-kB inhibitors: cytotoxicity | KKLEB CF airway cells viability, ATPlite luminescence, overnight; stronger effect = lower value; cells stimulated with P. aeruginosa culture filtrate | activity change (cytotoxicity), % at 5 µM | 360,000 tested, 0.36% active;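 active = corrected activity change at or below -50% at 5 µM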
CF NFkB inh: inhibitors of cystic fibrosis induced NF-kB. KKLEB NF-kB-GFP reporter, PAF-induced, GFP fluorescence overnight. inhibition, % at 5 µM. 360,000 tested, 0.86% active. AID 588850;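 active = at least 50% inhibition at 5 µM, scaled per plate between neutral and stimulator controls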;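 note: PAF is a Pseudomonas aeruginosa culture filtrate used as stimulus; plate controls were PAF-stimulated DMSO wells for no effect and unstimulated DMSO wells for full effect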
TWEAK Fn14 block: inhibitors of TWEAK-Fn14 interaction signaling; inhibition, % at 10 µM; TWEAK-stimulated Fn14 reporter cells, luciferase luminescence, 8 h; 360,000 tested, 2% active; in the data active = inhibition above about 50%
Shn3 inh set2: Schnurri-3 reporter inhibition in Clone20 osteoblasts; Clone20 osteoblast Shn3 3'UTR firefly luciferase, 24 h; inhibition, % at 12.5 µM; 360,000 tested, 0.52% active;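 active = mean inhibition of at least 75% with every replicate also reaching 75%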;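 note: 0% = median of neutral control wells and 100% = pilot-screen positive control compound; some compounds past the cut are filed as inactive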
Starred values were filed as active, the others as inactive; / = not tested or not shown.

Values run as follows: Peg3 prom inh, HIF-2a inh, hiPSC survival, NR2E3 ag-1, NR2E3 ag-2, aDG glyco act, MITF TRPM1 inh, KKLEB cytotox, CF NFkB inh, TWEAK Fn14 block, Shn3 inh set2
(1) Cc1ccc(-c2nnc(SCC(=O)Nc3cccnc3Cl)n2N)cc1
 : -23, -37, 2.0, /, -13, -0.2, -8, -14, -7, -5, -19
(2) O=C(O)COc1ccc(Oc2ccccc2)cc1
 : 3, 25, -0.3, 1, -15, -0.3, 8, 2, 5, 26, 11
(3) COc1cc(/C=C(\C#N)c2ccccn2)ccc1OCC(=O)Nc1cccc(C(F)(F)F)c1
 : 10, 4, -1.7, 2, 15, 0.0, 9, -3, 0, 10, 4
(4) COc1cc(C(=O)OC(C)C(=O)NC(=O)NC2CCCCC2)ccc1OC(F)F (stereo not drawn)
 : 18, 10, -0.2, 0, 13, -0.1, -1, -24, -2, -26, -4
(5) CCc1cccc(C)c1NC(=O)CN(C)Cc1ccc(Br)cc1
 : 11, 18, 0.3, -1, 1, 0.2, 13, -3, 0, -23, -5
(6) Cc1nn(CCC(N)=S)c2nc(-c3cccs3)cc(C(F)(F)F)c12
 : 14, 22, 0.6, 1, -13, 1.9, 4, 18, -38, 13, 10
(7) Cc1c(CCOC(=O)c2cc([N+](=O)[O-])cc([N+](=O)[O-])c2)sc[n+]1CCCCS(=O)(=O)[O-]
 : -8, 6, 0.2, 1, -6, 0.2, -2, -1, -14, 4, 4
(8) O=C(NC1CCCC1)C(c1ccc(Cl)cc1)N1CCOCC1 (stereo not drawn)
 : 2, -10, 4.7, 1, 3, 0.0, -2, -1, 10, 0, -6
(9) O=C(O)C(=O)/C(=C\c1ccc(Cl)cc1)c1ccc2ccccc2n1
 : -298, -199, -0.3, -2, -58, -0.2, -42, -11, -13, 34, -116
(10) C/C(N)=C(/C#N)C(=O)COC(=O)CC1CCCC1
 : 4, 10, 1.3, 2, 1, -0.2, -5, 6, -2, -9, -10

Rewritten in markdown: part of the list above
| nr | mol | Peg3 prom inh | HIF-2a inh | hiPSC survival | NR2E3 ag-1 | NR2E3 ag-2 | aDG glyco act | MITF TRPM1 inh | KKLEB cytotox | CF NFkB inh | TWEAK Fn14 block | Shn3 inh set2 |
| --- | --- | --- | --- | --- | --- | --- | --- | --- | --- | --- | --- | --- |
| 1 | Cc1ccc(-c2nnc(SCC(=O)Nc3cccnc3Cl)n2N)cc1 | -23 | -37 | 2.0 | / | -13 | -0.2 | -8 | -14 | -7 | -5 | -19 |
| 8 | O=C(NC1CCCC1)C(c1ccc(Cl)cc1)N1CCOCC1 (stereo not drawn) | 2 | -10 | 4.7 | 1 | 3 | 0.0 | -2 | -1 | 10 | 0 | -6 |
| 9 | O=C(O)C(=O)/C(=C\c1ccc(Cl)cc1)c1ccc2ccccc2n1 | -298 | -199 | -0.3 | -2 | -58 | -0.2 | -42 | -11 | -13 | 34 | -116 |

(continued)
Values run as follows: Peg3 prom inh, HIF-2a inh, hiPSC survival, NR2E3 ag-1, NR2E3 ag-2, aDG glyco act, MITF TRPM1 inh, KKLEB cytotox, CF NFkB inh, TWEAK Fn14 block, Shn3 inh set2
(11) O=C(COC(=O)c1ccco1)Nc1nnc(-c2ccccc2)o1
 : -13, -5, 0.1, -2, -7, -0.1, 5, -7, -13, -8, -1
(12) O=C(CCN1CCN(CCO)CC1)Nc1ccc(F)c(F)c1
 : 15, 0, -1.1, -1, -25, -0.2, 5, -12, 16, -1, 14
(13) CC(C)CCNC(=O)Cc1c(C(=O)O)[nH]c2ccc(Cl)cc12
 : 1, 19, 7.2, 3, 3, -0.1, 3, 0, -3, 0, 6
(14) COCCn1nnnc1C(C(C)C)N1CCC(Cc2ccccc2)CC1 (stereo not drawn)
 : 11, -16, -0.5, 2, 7, 0.1, -1, 8, 4, -5, -10
(15) COc1c2ccc(C(=O)NCc3cc(C(F)(F)F)cc(C(F)(F)F)c3)cc2nn1C
 : -10, -13, 0.9, 1, 35, 0.2, 0, 0, -14, -5, 18
(16) COC(=O)c1[nH]c2ccc(C)cc2c1NC(=O)c1ccccc1[N+](=O)[O-]
 : -13, -4, -0.5, 0, -3, -0.2, -13, -1, -10, -3, -8
(17) Cc1ccc(S(=O)(=O)N2CCN(Cc3nnc(-c4c(-c5ccccc5)noc4C)o3)CC2)cc1
 : -1, 14, -0.4, 2, 8, 0.8, 10, 4, 2, 17, 51
(18) CCOC(=O)N1CCN(C(=O)C2CCN(C(=O)Nc3ccccc3)CC2)CC1
 : 14, 10, 0.5, /, 8, 0.0, -13, -8, -14, -1, -25
(19) CCOc1cc(CNCCSc2nnnn2C)cc(Br)c1OCc1ccccc1F
 : 24, 1, 4.4, 3, 2, 1.9, 8, -17, 10, 25, 27
(20) COc1ccc(Nc2nc(NCc3cccs3)nc3ccsc23)cc1OC
 : 2, -50, 2.8, /, 7, 0.1, /, -31, 12, 54*, 3

(more compounds)
Values run as follows: Peg3 prom inh, HIF-2a inh, hiPSC survival, NR2E3 ag-1, NR2E3 ag-2, aDG glyco act, MITF TRPM1 inh, KKLEB cytotox, CF NFkB inh, TWEAK Fn14 block, Shn3 inh set2
(21) O=C(Cn1nc(-c2ccccc2)ccc1=O)N1CCOCC1
 : -3, 7, -0.9, 4, -22, -0.1, 6, 3, -13, -14, -7
(22) COc1ccccc1C1=Nn2c(nnc2C2CCCCC2)SC1
 : 24, 22, 1.8, -1, -3, 1.1, 7, -2, 8, 18, 17
(23) CCc1nn2c(=O)cc(COC(=O)c3cc(Cl)c(OC)c(OC)c3)nc2s1
 : 15, 12, 0.2, -3, -38, 0.0, -13, -12, 18, -8, 18
(24) CCOC(=O)N1CCN(C(=O)CCc2ccccc2)CC1
 : 15, 7, 0.7, 2, -8, -0.1, 5, 8, -9, 4, -46
(25) COc1ccc(C(=O)NNC(=O)c2ccc(C)cc2)cc1S(=O)(=O)N1CCCC1
 : -6, 11, 0.4, -3, -25, 0.1, -4, 10, 16, -19, -10
(26) CN1CCN(S(=O)(=O)c2ccc(F)cc2)CC1
 : -15, -1, -0.8, /, 3, 0.0, /, 10, 10, 18, -17
(27) CCOC(=O)CN(C(=O)Cn1nnc2ccccc21)C(C(=O)NCCOC)c1ccccc1 (stereo not drawn)
 : -2, 8, 0.0, -2, -2, -0.1, 4, 1, 1, -12, 2
(28) Cc1nn(-c2ccccc2)c2sc(C(=O)OCc3nnc(-c4ccccc4)o3)cc12
 : -16, -38, -0.2, 3, 0, 0.2, -6, 3, 1, -10, 3
(29) Cc1cccc(N2CC(C(=O)Nc3ccc4c(c3)OCO4)CC2=O)c1C (stereo not drawn)
 : 11, 4, -1.5, 1, -3, -0.1, 0, 5, -2, 0, 13
(30) O=Nc1ccc(NO)c2ccccc12
 : -23, 0, 0.4, /, -20, 1.1, /, -19, 85*, 71*, 41

One compound at a time (already shown). Order of screens: Peg3 prom inh, HIF-2a inh, hiPSC survival, NR2E3 ag-1, NR2E3 ag-2, aDG glyco act, MITF TRPM1 inh, KKLEB cytotox, CF NFkB inh, TWEAK Fn14 block, Shn3 inh set2
Listed for `CCc1nn2c(=O)cc(COC(=O)c3cc(Cl)c(OC)c(OC)c3)nc2s1` : 15, 12, 0.2, -3, -38, 0.0, -13, -12, 18, -8, 18
Listed for `COc1ccccc1C1=Nn2c(nnc2C2CCCCC2)SC1` : 24, 22, 1.8, -1, -3, 1.1, 7, -2, 8, 18, 17
Listed for `Cc1cccc(N2CC(C(=O)Nc3ccc4c(c3)OCO4)CC2=O)c1C` (stereo not drawn) : 11, 4, -1.5, 1, -3, -0.1, 0, 5, -2, 0, 13
Listed for `CCOC(=O)N1CCN(C(=O)CCc2ccccc2)CC1` : 15, 7, 0.7, 2, -8, -0.1, 5, 8, -9, 4, -46
Listed for `Cc1nn(-c2ccccc2)c2sc(C(=O)OCc3nnc(-c4ccccc4)o3)cc12` : -16, -38, -0.2, 3, 0, 0.2, -6, 3, 1, -10, 3

Further structures follow.
Values run as follows: Peg3 prom inh, HIF-2a inh, hiPSC survival, NR2E3 ag-1, NR2E3 ag-2, aDG glyco act, MITF TRPM1 inh, KKLEB cytotox, CF NFkB inh, TWEAK Fn14 block, Shn3 inh set2
(31) Cc1cccc(C)c1NC(=O)C(c1ccccc1)N1CC(=O)Nc2ccccc21 (stereo not drawn)
 : 13, 8, 1.9, 6, -1, -0.1, 7, 8, -16, -13, -5
(32) COc1cc(C2=NOC(C(=O)Nc3ccc(C)cc3)C2)cc(OC)c1OC (stereo not drawn)
 : 5, 21, 1.0, -1, -12, 0.7, 7, 6, -20, 3, 27
(33) CC(=O)c1ccc(S(=O)(=O)N2CCN(CC(=O)Nc3ccnn3C3CCCC3)CC2)cc1
 : -5, 3, 1.6, /, 18, 0.0, -3, 1, 20, 3, 6
(34) C=C(C)Cn1c(SCC(=O)O)nnc1-c1ccccc1
 : -3, 13, -1.5, -4, 0, -0.3, -2, -3, -3, 1, 14
(35) CCS(=O)(=O)NCc1cn2ccsc2n1
 : 8, 8, 4.2, 0, 1, -0.3, -12, -1, -4, -11, 7
(36) Cc1nn(CC(=O)NCCC2=CCCCC2)c(C)c1S(=O)(=O)N(C)C
 : -3, 10, 0.1, /, -32, 0.0, -7, 4, -4, -2, -7
(37) C/C(=N/NC(=O)c1cccs1)c1ccc(N2CCOCC2)cc1
 : -94, -153, -2.6, 1, -102, 0.0, -20, 6, 3, -11, -20
(38) Cc1cc(C)c2[nH]c(=O)c(CN(CC3CCCO3)C(=S)Nc3ccccc3)cc2c1 (stereo not drawn)
 : 16, 13, -0.3, -4, -13, 0.3, -3, -16, 10, 14, 15
(39) CC(C)COc1ccc(C(=O)Nc2ccc(SC(F)F)cc2)cc1
 : -172, -161, -0.9, -1, -41, 0.6, -53, -2, 4, -16, 5
(40) Cc1ccc(OCCOC(=O)Nc2ccccc2)cc1
 : -66, -57, 0.5, -1, -13, 0.7, 1, 2, -13, -15, -4

Next part
Values run as follows: Peg3 prom inh, HIF-2a inh, hiPSC survival, NR2E3 ag-1, NR2E3 ag-2, aDG glyco act, MITF TRPM1 inh, KKLEB cytotox, CF NFkB inh, TWEAK Fn14 block, Shn3 inh set2
(41) OCC[C@@H]1C[C@@H](O)[C@H](O)[C@]2(CCCc3ccccc3O2)O1
 : 7, 9, 0.1, 2, -42, 0.1, -31, -5, -27, -5, 24
(42) Cc1cc(C)n2nc(N)c(N=Nc3cccc(Cl)c3)c2n1
 : -28, -37, 2.3, 1, -50, 0.7, -9, 4, -15, -15, 0
(43) CS(=O)(=O)N(CC(=O)N1CCOCC1)c1cccc(F)c1
 : 2, 13, -0.6, 4, -19, -0.1, -4, 7, -3, 5, -7
(44) Cc1ccc(O)c(CNc2cnc3ccccc3c2)c1
 : -96, -81, -0.6, -4, -23, 0.4, -21, -3, -5, 25, -13
(45) O=C(Nc1ccc(SC(F)F)cc1)c1ccccc1F
 : -374, -287, -1.7, 3, -81, 0.6, -78, 2, -5, -16, -52
(46) CCOC(=O)c1sc(-c2ccccc2)nc1C
 : -111, -94, 1.3, 1, -5, 0.1, -27, -2, -20, -34, -78

Screening data deposited in PubChem BioAssay by several laboratories.
